# Screening results as filed in PubChem BioAssay.
# TDP1 cell CPT: DT40-hTDP1 cell growth loss with CPT. Potency, µM (titrated, usually from 46.2 µM), for the others: at the highest dose activity change, negative = growth inhibition, actives largely listed as inhibitors. AID 686979. 12% of 420,000 active. chicken DT40 Tdp1-/-;hTDP1 cells + 20 nM CPT, ATP luminescence, 48 h; also: nearly all actives have a fitted effect of over 55% in size
#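 Cell growth measured by CellTiter-Glo luminescence after a minimum 48 h, 37 C compound exposure with 20 nM CPT in Tdp1-knockout DT40 cells stably expressing hTDP1, seeded 400/well; qHTS titration format.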
# DT40 TDP1 no CPT: qHTS for Inhibitors of human tyrosyl-DNA phosphodiesterase 1 (TDP1): qHTS in cells in absence of CPT | DT40 Tdp1-/- hTDP1 cells, no CPT, ATP luminescence, 48 h | Potency, µM (top dose mostly 46.2 µM), inactives show top-dose activity change, negative = growth inhibition, usual class: inhibitors | 15% of 420,000 active; also: nearly all actives have a fitted effect of over 55% in size
#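 Readout: luminescence from CellTiter-Glo after 30 min in the dark at RT. Cells: DT40 Tdp1-/- with stable hTDP1, 400/well. Exposure: compounds alone, ≥48 hr, 37 °C.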
# TDP1 block: blocks human tyrosyl-DNA phosphodiesterase 1. Potency, µM (titrated, usually from 130 µM), for inactives: at the highest dose activity change, negative = inhibition, actives largely listed as inhibitors. Q9NUW8. 0.28% of 350,000 active. recombinant TDP1, AlphaScreen DNA substrate cleavage; also: nearly all actives have a fitted effect of over 40% in size
# Target sequence (Q9NUW8 whole entry, looked up): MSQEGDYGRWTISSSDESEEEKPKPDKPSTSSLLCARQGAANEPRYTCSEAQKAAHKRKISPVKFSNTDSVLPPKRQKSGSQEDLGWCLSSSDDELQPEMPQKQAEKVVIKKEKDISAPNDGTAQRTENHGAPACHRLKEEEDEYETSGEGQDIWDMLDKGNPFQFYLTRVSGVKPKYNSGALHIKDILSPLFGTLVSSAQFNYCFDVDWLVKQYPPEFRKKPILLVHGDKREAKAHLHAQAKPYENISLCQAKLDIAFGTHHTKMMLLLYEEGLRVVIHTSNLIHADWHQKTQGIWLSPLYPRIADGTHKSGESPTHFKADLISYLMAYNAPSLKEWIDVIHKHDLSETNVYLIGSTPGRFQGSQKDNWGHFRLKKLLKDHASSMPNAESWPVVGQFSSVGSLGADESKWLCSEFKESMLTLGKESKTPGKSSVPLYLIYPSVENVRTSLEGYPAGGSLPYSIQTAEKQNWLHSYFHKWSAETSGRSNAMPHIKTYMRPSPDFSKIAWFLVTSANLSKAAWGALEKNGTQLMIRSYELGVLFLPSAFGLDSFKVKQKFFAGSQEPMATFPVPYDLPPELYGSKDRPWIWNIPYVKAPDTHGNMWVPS
#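 Signal: AlphaScreen proximity between streptavidin donor and anti-FITC acceptor beads on intact substrate. Reaction: Tdp1 1 nM, substrate 15 nM final, 5 min RT after 15 min compound preincubation.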
# Starred values were filed as active, the others as inactive; ? = inconclusive; · = no result given; [ ] = another dose, or the depositor's remark. Calls follow the shape of the dose curve; as a rule, active = well fitted curve in the direction sought with a large enough effect; inconclusive = small, poorly fitted or top-dose-only effect, or another doubt; inactive = no such curve, though single readings can be large; an effect the other way counts as inactive or inconclusive. % is scaled to controls: 0 for no effect and ±100 for the full control effect; potency is read from the fitted curve at half-maximal effect.
# Preview:
SMILES,TDP1 cell CPT,DT40 TDP1 no CPT,TDP1 block
COc1ccc(C(=O)COC(=O)c2ccccc2O)c(OC)c1,?,-4%,-18%
Cc1scc(C(=O)Nn2cnnc2)c1-c1ccccc1,-15%,0%,5%
COc1cc(C2C(C(=O)c3ccc(C)o3)=C(O)C(=O)N2c2cc(C)on2)cc(Br)c1O (stereo not drawn),-3%,?,5%
CCOC(=O)c1c(NC(=S)Nc2ccccc2)sc(C)c1C,?,?,5%
Cc1ccc(-c2csc(NC(=O)CSc3nc(C)cs3)n2)cc1,?,16µM*,2%
CC[C@H](C)NC(=O)c1ccc(Cn2c(=S)[nH]c3c([nH]c4ccc(OC)cc43)c2=O)cc1,?,3%,-2%

# Main list, from the first entry:
SMILES,TDP1 cell CPT,DT40 TDP1 no CPT,TDP1 block
COc1ccc(C(=O)COC(=O)c2ccccc2O)c(OC)c1,?,-4%,-18%
Cc1scc(C(=O)Nn2cnnc2)c1-c1ccccc1,-15%,0%,5%
COc1cc(C2C(C(=O)c3ccc(C)o3)=C(O)C(=O)N2c2cc(C)on2)cc(Br)c1O (stereo not drawn),-3%,?,5%
CCOC(=O)c1c(NC(=S)Nc2ccccc2)sc(C)c1C,?,?,5%
Cc1ccc(-c2csc(NC(=O)CSc3nc(C)cs3)n2)cc1,?,16µM*,2%
CC[C@H](C)NC(=O)c1ccc(Cn2c(=S)[nH]c3c([nH]c4ccc(OC)cc43)c2=O)cc1,?,3%,-2%
COc1cccc(OCC(=O)N2CCC3(CC2)CC(=O)c2ccccc2O3)c1,?,?,-2%
O=C(CCn1c(=O)[nH]c2ccsc2c1=O)N1CCN(Cc2ccc3c(c2)OCO3)CC1,-20%,-11%,0%
Cc1ccc(C(=O)C(C)OC(=O)C2=COCCO2)cc1C (stereo not drawn),-19%,-19%,8%
COC(=O)N(NC(=O)C(O)(c1ccccc1)c1ccccc1)c1ccccc1,-24%,?,0%
CCn1c(-c2csc(-c3ccccc3)n2)n[nH]c1=S,-14%,-12%,3%
COc1ccc(-c2nc3cc(C)ccc3cc2CN(C(=O)c2ccc(C)s2)C2CC2)cc1OC,-12%[9.04 µM],21µM*,·
COc1cccc(-c2ncc3ccccc3c2COC(=O)c2ccc(F)cc2)c1,?,21µM*,-2%
COc1ccc(C(=O)OCC(=O)NC(=O)NC(C)C)cc1OC,-30%,-5%,-3%
Cc1ccc(S(=O)(=O)N2CCN(C3CCN(Cc4ccccc4)CC3)CC2)cc1,-23%,?,0%
COC(=O)CC1C(=O)NCCN1C(=O)c1sc2ccccc2c1Cl (stereo not drawn),-8%,1%,·
O=C(O)c1ccc(Cl)c(NC(=S)NC(=O)c2cccc(COc3ccccc3)c2)c1,6%,-22%,?
CC(CN(C)C)CN1c2ccccc2S(=O)(=O)c2ccccc21 (stereo not drawn),-3%,-11%,·
CSCc1ccc(C(=O)NC(C)c2ccc(-n3ccnc3)cc2)cc1 (stereo not drawn),-1%,-5%,5%
CSc1ccc(/C=C2\CCn3c2nc2cc(C(=O)O)ccc2c3=O)cc1,?,?,·
O=C(CN1CCCc2ccccc21)NCCc1ccc(Cl)cc1,-26%,?,5%
Cc1ccc(S(=O)(=O)N(C)C)cc1NC(=O)CN1C(=O)NC2(CCc3ccccc32)C1=O (stereo not drawn),1%,7%,·
O=C1CCCN2N=C(SCC(=O)Nc3ccc(OC(F)(F)F)cc3)SC2=N1,-23%,?,·
O=C(Nc1ccc2nc(-c3ccccc3)oc2c1)c1ccco1,?,?,0%
CCOc1ccc(NC(=O)Cn2cc(S(=O)(=O)N3CCN(c4ccccc4F)CC3)c3ccccc3c2=O)cc1,0%,-8%,5%

# Arranged by number of heavy atoms (low to high): part of the list above
SMILES,TDP1 cell CPT,DT40 TDP1 no CPT,TDP1 block
Cc1scc(C(=O)Nn2cnnc2)c1-c1ccccc1,-15%,0%,5%
Cc1ccc(C(=O)C(C)OC(=O)C2=COCCO2)cc1C (stereo not drawn),-19%,-19%,8%
O=C(CN1CCCc2ccccc21)NCCc1ccc(Cl)cc1,-26%,?,5%
COc1cccc(OCC(=O)N2CCC3(CC2)CC(=O)c2ccccc2O3)c1,?,?,-2%
O=C(O)c1ccc(Cl)c(NC(=S)NC(=O)c2cccc(COc3ccccc3)c2)c1,6%,-22%,?
CCOc1ccc(NC(=O)Cn2cc(S(=O)(=O)N3CCN(c4ccccc4F)CC3)c3ccccc3c2=O)cc1,0%,-8%,5%

# The listing continues.
SMILES,TDP1 cell CPT,DT40 TDP1 no CPT,TDP1 block
O=C(COC(=O)c1cc(S(=O)(=O)N2CCOCC2)ccc1Cl)NC1CC1,-3%,11%,1%
Cc1ccc2cc(CN(C)C(=O)C3CCCO3)c(=O)[nH]c2c1 (stereo not drawn),11%,-5%,2%
COc1ccc(C)cc1S(=O)(=O)n1ccnc1C,8%,-7%,-4%
O=C1NC(Cc2c[nH]c3ccccc23)C(=O)N1Cc1ccccc1 (stereo not drawn),-12%,4%,6%
COCCN1C(=O)Cc2c1nc(N)c1c(N)nc(N3CCN(c4ccc(F)cc4)CC3)c(C#N)c21,8.2µM*,2.1µM*,3%
O=C(Nc1ccc(Br)cc1)c1cc(Br)c(Br)s1,?,19µM*,-2%
Cc1cc(N2C(=O)C(O)=C(C(=O)c3ccco3)C2c2ccc(O)cc2)no1 (stereo not drawn),0%,-19%,-7%
CCc1ccc2[nH]c(=O)c(CN(CCCN3CCOCC3)C(=O)Nc3cccc(Cl)c3)cc2c1,?,15µM*,8%
COc1ccccc1-c1nnc(C2CCN(S(=O)(=O)c3ccc(F)c(C)c3)CC2)o1,15µM*,?,4%
CCN(C(=O)COC(=O)C1COc2ccccc2O1)c1c(N)n(Cc2ccccc2)c(=O)[nH]c1=O (stereo not drawn),-3%,15%,·
O=C(NNC(=S)NCc1ccccc1)c1ccc(Br)cc1,?,?,-11%
Cc1ccccc1S(=O)(=O)Cc1ccc(C(=O)NC2CCCCCC2)o1,?,?,1%
O=C(c1ccc(CNS(=O)(=O)c2ccccc2)cc1)N1CCN(c2ccccn2)CC1,?,?,-4%
Cc1ccc(NN=Nc2nc3c([nH]2)c(=O)n(C)c(=O)n3C)cc1,?,-24%,4%
Cn1c(C23CC4CC(CC(C4)C2)C3)n[nH]c1=S,?,?,4%
CC(C)(C)C(=O)CSc1ccc(S(=O)(=O)N2CCN(Cc3ccccc3)CC2)cn1,?,?,1%
Cc1ccccc1OCCC(=O)Nc1ccc(N2CCOCC2)cc1N1CCOCC1,-3%,0%,-13%
Nc1c(N(CCC2=CCCCC2)C(=O)CCCOc2ccccc2)c(=O)[nH]c(=O)n1Cc1ccccc1,-6%,-28%,·
COc1ccccc1NC(=O)N1c2ccc(F)cc2CCC1C (stereo not drawn),?,?,9%
Cc1cccc(NC(=O)C(C)SCc2nc3sc4c(c3c(=O)[nH]2)CCCC4)n1 (stereo not drawn),?,?,-5%
CCCCOC(=O)c1ccc(NC(=O)c2ccoc2C)cc1,9%,-20%,-1%
O=C(Nc1ccc(Oc2ncccn2)cc1)c1ccco1,-27%,-29%,-1%
Nc1ccc2c(c1)-c1ccc(F)cc1C2=O,?,?,·
Cc1nc2ccc(NC(=S)N3CCN(c4ccccn4)CC3)cc2nc1C,-17%,-23%,3%
Cc1c(Cl)cccc1NC(=O)CS(=O)(=O)c1ccccc1,17%,-10%,3%

# The listing continues:
SMILES,TDP1 cell CPT,DT40 TDP1 no CPT,TDP1 block
CCCCn1c(N)c(N(CCOC)C(=O)CC(NC(=O)c2ccccc2Cl)c2ccccc2)c(=O)[nH]c1=O (stereo not drawn),-11%,23%,·
CCOc1ccc(CN2CCN(Cc3cn(CC)nc3C)CC2CCO)cc1 (stereo not drawn),15%,6%,3%
Cc1ccc(C)c(NC(=O)CSc2cn(CC(=O)N3CCCC3)c3ccccc23)c1,?,?,3%
Cc1ccc(C)c(N2CCN(S(=O)(=O)c3cc(C(=O)Nc4ccccc4C(F)(F)F)ccc3F)CC2)c1,12µM*,13µM*,8%
O=C1C(Cl)=C(N2CCCCC2)C(=O)N1c1ccccc1Cl,?,-24%,-9%
COCCN(C(=O)c1snc(C(N)=O)c1N)C(C(=O)NC1CCCCC1)c1ccc(OC)c(OC)c1 (stereo not drawn),3%,-26%,·
O=C1SCCC1NS(=O)(=O)c1ccccc1[N+](=O)[O-] (stereo not drawn),-12%,-21%,-6%
CCOc1cc(NC(=S)NCC2CCCO2)c(OCC)cc1NC(=O)C1CC1 (stereo not drawn),-3%,4.6µM*,10%
CCC(=O)Nc1nc2ccc3sc(C)nc3c2s1,18µM*,23µM*,8%
CC(C)S(=O)(=O)NC(=O)C1(C)CCN1C(=O)Cc1ccccc1Cl (stereo not drawn),-13%,-4%,·
CCOc1ccccc1C(=O)N1CCC(c2nc3ccccc3o2)CC1,?,21µM*,-7%
COC(=O)c1cc(OC)c(OC)cc1NC(=O)CSc1nnnn1Cc1ccccc1,-4%,?,8%
Cc1cc(=O)n2nc(N3CCCC(C(=O)NCCCN4CCc5ccccc5C4)C3)sc2n1 (stereo not drawn),8%,-6%,0%
CCOc1ccc(S(=O)(=O)N2CCOCC2)cc1NC(=O)CN1C(=O)NC(C)(C2CC2)C1=O (stereo not drawn),-3%,2%,·
CCc1cc(=O)oc2cc(C)cc(OCc3nn[nH]n3)c12,-3%,-8%,2%
CCC1(C)N=C(c2ccc3c(c2)OCO3)CC(c2ccccc2O)N1 (stereo not drawn),13µM*,13µM*,7%
CC(C)CNC1=C(C(=S)Nc2ccccc2)C(=O)CC(C)(C)C1,?,?,0%
O=C(Nc1ccc(F)c(F)c1)c1cnn2c1NC(=C1CC1)C=C2C(F)F,16%,-18%,·
CCN(Cc1ccccc1)C(=O)COC(=O)c1cc(S(=O)(=O)Nc2c(C)n(C)n(-c3ccccc3)c2=O)ccc1C,11%,12%,-5%
COc1cc(NC(=O)c2onc(C)c2Cl)cc(OC)c1OC,0%,3%,·
COc1ccc(C2=NOC(CNC(=S)N3CCOCC3)C2)cc1 (stereo not drawn),-3%,-3%,4%
Cc1c(NC(=O)C(C)OC(=O)CCc2ccccc2)c(=O)n(-c2ccccc2)n1C (stereo not drawn),4%,-10%,5%
O=C(CN1CCCCCCC1)Nc1ccc(Cl)cc1Cl,-6%,?,-3%
CC(C)c1ccc(CNc2ncccn2)cc1,-16%,-21%,·
O=S(=O)(c1cccc(F)c1)N1CCC(c2nc3ccccc3s2)CC1,9%,9%,7%

# Other records.
SMILES,TDP1 cell CPT,DT40 TDP1 no CPT,TDP1 block
CC(=O)/C=C/c1ccc(C)o1,16µM*,?,-3%
CCc1ccc([C@@H]2CC(=O)[C@@H]3CN(S(=O)(=O)c4ccc(Cl)cc4)[C@H](c4ccc(C)cc4)C[C@@H]3N2S(=O)(=O)c2ccc(C)cc2)cc1,-5%,-14%,·
O=C1CN(c2cc(Cl)cc(Cl)c2)C(=O)CN1/N=C/c1cccnc1,0%,10%,0%
COC(=O)[C@]12CCCCC=C1N(CCC1=CCCCC1)C(=O)[C@H](CC(=O)NCc1ccccc1)C2,?,?,·
COc1cc(C(=O)NCc2ccc3c(c2)CCN3C(=O)c2ccncc2)cc(OC)c1OC,?,?,0%
CCN(CC(=O)Nc1ccc([N+](=O)[O-])cc1OC)CC(=O)NC(C)(C)C,-22%,?,0%
COC(=O)c1ccc(CNC(=O)COC(=O)c2ccccc2-c2ccccc2)cc1,?,?,0%
CCCCN(C(=O)CSc1nc2ccccc2n1CC)C1CCS(=O)(=O)C1 (stereo not drawn),-19%,-17%,1%
CCOC(=O)c1c(NC(=O)COc2ccccc2C#N)sc2c1CC(C)(C)NC2(C)C,5.2µM*,5.8µM*,3%
COc1ccc(C2=NOC(C(=O)NCc3ccccn3)C2)cc1OC (stereo not drawn),?,-14%,2%
O=C(NCc1nnc2n1CCN(Cc1ccc(C(F)(F)F)cc1)CC2)c1cccc(F)c1,18%[9.04 µM],?,·
CCCc1cc(C(=O)N2CCN(S(=O)(=O)c3ccc(OC)c(OC)c3)CC2)cs1,?,?,2%
Cc1ccc(N2CCN(S(=O)(=O)N3CCCCC3)CC2)c(C)c1,?,?,0%
CSc1ccccc1C(=O)NCc1ccc(S(N)(=O)=O)cc1,-2%,4%,3%
CC(C)c1ccc(NC(=O)Cn2c(=O)oc3ccccc32)cc1,-2%,?,·
COc1cc(N2C(=O)c3ccccc3C2=O)c(Cl)cc1C(=O)OCC(=O)N1CCOCC1,4%,5%,1%
CCOC(=O)c1ccc(Oc2nc(NC)nc(Nc3ccccc3)n2)cc1,?,?,5%
COc1cc(-c2n[nH]c(=S)n2-c2ccc(Br)cc2)cc(OC)c1OC,-5%,8%,·
O=C(NNc1ccccc1)C(=O)N1CCCCC1,8%,-4%,-5%
COc1ccc(-c2c3c(=O)n(C)c(=O)n(C)c3c3c(-c4cccc(C)c4)nc4ccccc4n23)cc1,?,21µM*,0%
